Screening results (PubChem BioAssay)
APOBEC3G inh – APOBEC3G (human) deaminase inhibition. recombinant A3G, ssDNA deamination FAM/TAMRA fluorescence. inhibition, % at 20 µM. 330,000 tested, 0.28% active. AID 493012;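 active = inhibition of at least 40% at 20 µM, with no more than 30% in the related APOBEC3A deaminase screen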;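 note: plate controls were DMSO wells with A3G for no effect and wells lacking A3G enzyme for full effect; some compounds called inactive have numbers as strong as hits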
CXCR6 block – inhibitors of human CXCR6 receptor; CHO-K1 PathHunter CXCR6 beta-arrestin, luminescence; inhibition, % at 20 µM; 360,000 tested, 0.36% active; AID 602244; in the data active = inhibition above about 34%, passing the limit was not always enough;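 note: antagonist mode with CXCL16 agonist at 10 nM final; 0% = 10 nM CXCL16 with DMSO and 100% = unstimulated wells without agonist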
Target sequence (O00574 whole entry, looked up): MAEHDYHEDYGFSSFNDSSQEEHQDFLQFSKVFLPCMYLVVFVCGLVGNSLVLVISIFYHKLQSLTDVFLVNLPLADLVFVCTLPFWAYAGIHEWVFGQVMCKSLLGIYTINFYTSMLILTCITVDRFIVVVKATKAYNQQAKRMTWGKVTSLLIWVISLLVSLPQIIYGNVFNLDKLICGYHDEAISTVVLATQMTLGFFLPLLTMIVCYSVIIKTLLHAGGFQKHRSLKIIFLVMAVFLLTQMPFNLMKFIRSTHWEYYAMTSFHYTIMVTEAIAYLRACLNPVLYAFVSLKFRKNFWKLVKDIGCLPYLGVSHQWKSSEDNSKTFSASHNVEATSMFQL
CCR6 antag – antagonists of human CCR6 receptor | P51684 | CHO-K1 CCR6 PathHunter beta-arrestin, luminescence, CCL20-stimulated | inhibition, % at 20 µM | 340,000 tested, 0.49% active | AID 493098;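 active = compounds whose inhibition of the agonist-driven luminescence signal at 20 µM reaches about 50%, limit read from the data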;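 note: cells stimulated with CCL20 at 14 nM final; plate controls were DMSO with CCL20 for no effect and DMSO without agonist for full effect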
Target sequence (P51684 whole entry, looked up): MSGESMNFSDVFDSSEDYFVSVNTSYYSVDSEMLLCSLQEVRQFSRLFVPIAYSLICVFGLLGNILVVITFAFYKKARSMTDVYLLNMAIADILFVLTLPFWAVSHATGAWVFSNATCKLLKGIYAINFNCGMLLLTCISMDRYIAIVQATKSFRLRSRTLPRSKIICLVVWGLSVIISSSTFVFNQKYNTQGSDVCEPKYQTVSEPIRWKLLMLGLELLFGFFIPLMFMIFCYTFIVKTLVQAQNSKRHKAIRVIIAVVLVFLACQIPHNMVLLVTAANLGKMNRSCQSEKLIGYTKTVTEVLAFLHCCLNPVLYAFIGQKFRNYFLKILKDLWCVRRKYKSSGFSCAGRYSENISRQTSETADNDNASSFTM
A3A deaminase – inhibitors of human APOBEC3A DNA deaminase. P31941. recombinant A3A, FAM/TAMRA ssDNA deamination fluorescence. inhibition, % at 20 µM. 330,000 tested, 0.41% active. AID 493011;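 active = at least 40% inhibition at 20 µM here, with at most 30% in a related deaminase screen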;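 note: plate controls were A3A with DMSO for no effect and wells lacking A3A enzyme for full effect; some results filed as inactive read as strong as hits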
Target sequence (P31941 whole entry, looked up): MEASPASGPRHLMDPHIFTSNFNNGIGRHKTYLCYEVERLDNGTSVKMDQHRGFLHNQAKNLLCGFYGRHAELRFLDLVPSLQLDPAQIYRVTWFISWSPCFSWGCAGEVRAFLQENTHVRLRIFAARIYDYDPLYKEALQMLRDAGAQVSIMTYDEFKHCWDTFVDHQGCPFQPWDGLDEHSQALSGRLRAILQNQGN
EBI2 block – antagonists of human EBI2 receptor | inhibition, % at 5 µM | 360,000 tested, 0.81% active | P32249 | AID 651636 | EBI2 beta-arrestin recruitment, luminescence, 7a,25-OHC stimulated; in the data active = inhibition above about 38%;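 note: enzyme fragment complementation signal reports receptor beta-arrestin coupling in cells; 0% = agonist plus DMSO wells and 100% = wells without agonist; some results beyond the cut were filed as inactive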
GRIN3A LBD mod – NR3A (human) ligand-binding domain modulation; Tm shift relative to glycine control, % at 25 µM; NR3A LBD differential scanning fluorimetry, Tm shift; 0% = protein alone, 100% = glycine-bound protein; AID 1259313; 340,000 tested, 2.5% active;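 active = melting temperature shift of at least 10% of the positive control shift, at one fixed dose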
MPTP block – permeability transition pore inhibition; AID 602449; inhibition, % at 10 µM; isolated mouse mitochondria, Ca2+ swelling absorbance, 30 min; 360,000 tested, 1.4% active;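 active = inhibition of 50% or more, scaled per plate between neutral and stimulator controls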;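 note: 0% = DMSO wells given calcium and 100% = 1 mM EGTA wells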
Gli-Sufu block – Gli-Sufu pathway antagonism; Sufu-KO-LIGHT fibroblasts, Gli luciferase reporter luminescence; inhibition, % at 5 µM; 340,000 tested, 0.74% active; AID 588413;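 active = inhibition above about 55%, limit read from the data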;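 note: 0% = DMSO-treated cells and 100% = wells with medium but no cells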
The depositor's hits bear a star; nt = not tested or not shown.

Below each SMILES: APOBEC3G inh, CXCR6 block, CCR6 antag, A3A deaminase, EBI2 block, GRIN3A LBD mod, MPTP block, Gli-Sufu block
> Cc1nn(CC(=O)N2CC(=O)Nc3ccccc32)c(C)c1[N+](=O)[O-]
    -7, 4, 14, 1, 8, 0, -0.5, 12
> CCC(C)NC(=O)COC(=O)Cc1sc(N)nc1-c1ccc(C)cc1 (centres undefined)
    -4, 6, 11, -4, -1, -1, 1.0, 0
> Cc1oc(-c2cccs2)nc1CSCC(=O)NC1CC1
    2, -7, 0, 2, -10, 0, 0.7, 3
> O=C(CSc1nnc(-c2ccco2)n1Cc1ccccc1)NCc1ccccc1
    1, 7, -4, 2, -6, 0, -0.6, 1
> Cc1nn(CC(=O)OCCOc2ccc(Br)cc2)c(C)c1[N+](=O)[O-]
    -6, 1, 1, 0, -7, -18, -3.5, -6
> COc1ccc(OC)c(/C=C/c2nc3ccccc3[nH]c2=O)c1
    -9, 6, 9, -5, 3, 0, -0.5, 39
> CC(=O)NS(=O)(=O)c1ccc(NC(=O)[C@@H]2CCCN2S(=O)(=O)c2ccc(Cl)cc2)cc1
    -8, -2, -1, -4, -6, -1, 0.0, 5
> Cc1ccnc(N/N=C/c2ccccc2)n1
    -4, -7, -7, -2, 1, 5, 0.5, -69
> COc1cccc(C(=O)N2CCN(Cc3ccc4c(c3)OCO4)CC2)c1OC
    -5, -2, 14, -4, 4, -15, -0.7, -5
> COc1ccc(-c2nc(CSCC(=O)NC3CCCc4ccccc43)c(C)o2)cc1OC (centres undefined)
    -2, 6, 12, 1, 2, 2, 3.7, 6
> C=CCCC(=O)Nc1nc(C)c(-c2csc(Nc3cccc(OC)c3)n2)s1
    0, -2, 3, -1, 17, -2, 0.4, 0
> COc1ccccc1-n1cnnc1SCc1csc(-c2ccccc2)n1
    1, -3, 30, 4, 1, -3, -4.1, -51
> O=C(N/N=C/c1ccccn1)c1ccc(Br)o1
    2, 10, -4, 2, -4, -2, -4.1, -3
> CCC(=O)n1nc(-c2ccc(Cl)cc2)nc1NCc1ccccc1
    4, -6, 9, 4, 12, 3, 0.7, -41
> COc1ccc(Cc2nnc(NC(=O)c3ccc(OC)cc3OC)s2)cc1
    -4, 10, -3, 53*, 2, -1, -3.0, -30
> O=c1c2ccccc2[nH]c(=S)n1-c1cccc(S(=O)(=O)N2CCCC2)c1
    -5, -2, 15, 0, -16, 1, 12, -4
> Cc1nnc(SCC(=O)Nc2cc(C(N)=O)cc(C(N)=O)c2)n1-c1ccccc1
    -8, 0, 5, -2, 6, 0, 0.5, 26
> COCCN(C(=S)Nc1ccccc1C)C(C)c1ccco1 (centres undefined)
    -1, 17, 8, 0, 4, 1, 0.9, -3
> O=C(CN1CC[n+]2c(-c3cccs3)csc21)c1ccc(Br)cc1
    -5, 1, 2, 0, -6, -2, 7.4, -4
> Cc1ccc(NC(=S)NC2CCCC2)cc1C
    -3, -15, 4, -2, 1, 0, 2.5, -15
> O=C(NCc1ccc2c(c1)OCO2)C1CCCN(C(=O)c2ccc(Cl)cc2)C1 (centres undefined)
    1, 2, 8, 2, -8, 0, -4.6, 0
> CCCc1ccc2oc(C(=O)N3CCN(c4cnccn4)CC3)c(C)c2c1
    -3, -9, 6, 0, 34, -2, 0.6, 12
> CCCc1c(C(=O)N/N=C/c2ccc(OCc3ccccc3)c(OC)c2)nnn1-c1nonc1N
    1, 6, 12, 0, 40, 12*, -0.2, 3
> O=C(Nc1ccccc1F)N1CCCC1c1cccnc1 (centres undefined)
    -7, 6, 15, -2, -2, 1, 2.8, -3
> Cc1ccc(OCc2nc(-c3ccc(Cl)cc3)n[nH]2)cc1
    -7, -3, 22, 6, 19, -7, 16, -36
> CCCNC(=O)N1CCC(c2ccc3c(c2)OCO3)CC1
    -6, -4, 10, 1, 1, 0, -0.8, -1
> CN(C/C=C/c1ccccc1)C1CCCCC1
    -2, 11, 14, -1, -3, -3, -0.1, 45
> O=C(O)C1CCC(N2C(=O)C3C4CCC(C4)C3C2=O)CC1 (centres undefined)
    -5, -7, 0, -1, -9, 1, -0.3, 11
> N#CC1=C(N)NC(=S)C(C(N)=O)C1c1ccc([N+](=O)[O-])cc1 (centres undefined)
    11, 8, 26, -1, 6, 1, -2.5, 0
> Cc1ccc(SCCC(=O)OCC(=O)Nc2ccc(S(N)(=O)=O)cc2)cc1
    -1, -1, 3, 6, -3, -2, 1.6, -2

As entered above:
Entry of CCCNC(=O)N1CCC(c2ccc3c(c2)OCO3)CC1 under GRIN3A LBD mod: 0
Entry of Cc1ccc(SCCC(=O)OCC(=O)Nc2ccc(S(N)(=O)=O)cc2)cc1 under MPTP block: 1.6

2 compounds picked at random from those above:
Below each SMILES: APOBEC3G inh, CXCR6 block, CCR6 antag, A3A deaminase, EBI2 block, GRIN3A LBD mod, MPTP block, Gli-Sufu block
> O=C(N/N=C/c1ccccn1)c1ccc(Br)o1
    2, 10, -4, 2, -4, -2, -4.1, -3
> COc1ccc(Cc2nnc(NC(=O)c3ccc(OC)cc3OC)s2)cc1
    -4, 10, -3, 53*, 2, -1, -3.0, -30

Continuation:
Below each SMILES: APOBEC3G inh, CXCR6 block, CCR6 antag, A3A deaminase, EBI2 block, GRIN3A LBD mod, MPTP block, Gli-Sufu block
> CC(=O)Nc1c(O)c2cccc3c2n(c1=O)CCC3
    -1, -3, -1, 6, -14, -2, -0.6, -9
> CC(=O)N1N=C(c2ccc(Cl)cc2)OC1c1ccc(C(C)C)cc1 (centres undefined)
    1, -1, -5, 3, 14, 1, -0.8, -24
> Cc1ccc(C)c(NC(=O)CN(C)C(=O)c2ccc(S(=O)(=O)N(C)c3ccccc3)cc2)c1
    2, 1, 12, 6, 16, 1, 2.0, 1
> CCOC(=O)CCc1n[nH]c(=O)[nH]c1=O
    -9, -6, 15, -6, -5, 0, -0.8, -4
> CC(C)C(C)N(Cc1ccc(C(=O)O)cc1)C(=O)c1ccc2ccccc2n1 (centres undefined)
    -6, 7, 16, 0, 0, 3, 15, 2
> COc1ccc(NC(=O)c2cccc(S(=O)(=O)N3CCc4ccccc43)c2)cn1
    -8, -10, -4, 3, -1, -2, 11, 2
> CCOC(=O)c1cc2occc2n1CC(=O)N1CCN(C(=O)c2ccco2)CC1
    -5, -5, 7, -4, -14, -4, -2.6, 7
> CC(=O)/C(=C\N(C)C)Sc1ccc(Cl)cc1
    0, 2, 11, 0, 6, 0, 0.3, -1
> CCOc1ccc(CCN2C(=O)C(=O)N([C@@H](CC(C)C)CN3CCC[C@@H]3CN3C(=O)C(=O)NC[C@@H]3Cc3ccccc3)C[C@@H]2CC(C)C)cc1
    nt, 9, 3, nt, -5, -1, -1.2, 20
> O=C(NCCC1CCCCN1S(=O)(=O)c1ccc(F)cc1)C(=O)NCc1cccnc1 (centres undefined)
    -8, 1, 5, 1, -9, 0, 0.3, -2
> S=c1[nH]nc(-c2cccnc2)n1C1CCCCC1
    8, 4, -17, -1, -4, 0, -1.3, -7
> O=C(O)c1cccc(S(=O)(=O)Nc2ccc(OCc3ccccc3)cc2)c1
    -2, 0, 13, 3, 3, 1, -1.5, -10
> Cn1cc(C(=O)Nc2ccccn2)c(=O)c2ccccc21
    -8, -8, 1, -2, -5, 1, -0.2, -48
> CCOP(=O)(OCC)C1NC(=O)N(c2ccccc2)C1=O (centres undefined)
    -6, 1, 16, 11, -7, 0, -0.5, 7
> Cc1c(NC(=O)c2ccccc2N(C)S(=O)(=O)c2ccccc2)c(=O)n(-c2ccccc2)n1C
    -1, 6, 27, 3, 6, -1, 0.7, -1
> CC(=O)c1ccc(NC(=S)N2CCN(S(=O)(=O)c3ccc(F)cc3)CC2)cc1
    -5, -2, 1, -1, 2, -11, -0.7, 7
> O=C(C1CCN(S(=O)(=O)c2cc(Cl)ccc2Cl)CC1)N1CCOCC1
    -3, 2, 5, 0, -5, 0, -0.7, -10
> COc1cc(NC(=O)c2ccccc2)c(OC)cc1NC(=O)CN1C(=O)NC2(CCCCC2C)C1=O (centres undefined)
    -2, -2, 6, 23, -9, 1, -0.2, -16
> CN(Cc1cn(C)nc1-c1cccc(Cl)c1)CC1CCCCO1 (centres undefined)
    2, 13, 12, -1, -6, 0, -0.4, 15
> COc1cccc(/C=c2/s/c(=C(\C#N)C(=O)N3CCOCC3)n(-c3ccccc3)c2=O)c1
    10, -2, 10, 5, -3, 0, 0.5, -1
> O=c1[nH]c2ccc(S(=O)(=O)N3CCCCC3)cc2o1
    -4, 4, 5, -3, -4, -24, -0.5, 2
> O=C(NCC(=O)N(Cc1cccs1)C(C(=O)NC1CCCCC1)c1ccco1)c1cccs1 (centres undefined)
    1, 3, -3, 0, 11, 0, 1.8, 9
> CCOC(=O)C1=C(N)Oc2ccc3ccccc3c2C1c1ccc(O)cc1 (centres undefined)
    -9, 4, 9, -2, -1, -3, 1.2, -3
> N#C/C(=C\c1ccccn1)c1nc2ccccc2s1
    -12, 11, -1, -6, 10, -1, -0.9, -25
> Cc1cc(OCCCCOc2ccc(S(N)(=O)=O)c(C)c2)ccc1S(N)(=O)=O
    0, 4, -4, 1, -7, -3, 0.0, 2
> CC(=O)Nc1ccc(S(=O)(=O)NNC(=O)c2cccc(Br)c2)cc1
    -4, -8, 3, -1, -1, -2, -1.5, 0
> Cn1cnnc1SCC(=O)Nc1ccc2nc(SCc3ccccc3Cl)sc2c1
    -8, -2, -8, 1, -4, -5, 5.2, -17
> O=C(C1CCC(Cn2c(=S)[nH]c3ccccc3c2=O)CC1)N1CCN(c2ccccc2)CC1 (centres undefined)
    -3, 12, -7, -4, 19, -3, 5.7, 19
> Cc1cc(=O)oc2cc(OC(C)C(=O)Nc3ccc(N4CCOCC4)cc3)ccc12 (centres undefined)
    -4, -2, 2, -2, -13, 0, -3.3, 2

Record cards, from the list above:
`O=C(C1CCN(S(=O)(=O)c2cc(Cl)ccc2Cl)CC1)N1CCOCC1` as listed: APOBEC3G inh = -3; CXCR6 block = 2; CCR6 antag = 5; A3A deaminase = 0; EBI2 block = -5; GRIN3A LBD mod = 0; MPTP block = -0.7; Gli-Sufu block = -10
`CC(=O)Nc1c(O)c2cccc3c2n(c1=O)CCC3` as listed: APOBEC3G inh = -1; CXCR6 block = -3; CCR6 antag = -1; A3A deaminase = 6; EBI2 block = -14; GRIN3A LBD mod = -2; MPTP block = -0.6; Gli-Sufu block = -9

Ordered by value in A3A deaminase (ascending): some entries from above
molecule,A3A deaminase
CC(C)C(C)N(Cc1ccc(C(=O)O)cc1)C(=O)c1ccc2ccccc2n1 (centres undefined),0
O=C(NCCC1CCCCN1S(=O)(=O)c1ccc(F)cc1)C(=O)NCc1cccnc1 (centres undefined),1
Cc1ccc(C)c(NC(=O)CN(C)C(=O)c2ccc(S(=O)(=O)N(C)c3ccccc3)cc2)c1,6
